USP7 block: inhibitors of human USP7 deubiquitinase | Ubiquitin carboxyl-terminal hydrolase 7 (Homo sapiens), Q93009 | purified USP7, Ub-rhodamine cleavage fluorescence | inhibition, % at 20 µM | 47,000 compounds, 0.3% hits
USP8 inh: inhibitors of human USP8 deubiquitinase; purified USP8, Ub-rhodamine cleavage fluorescence, 30 min; Ubiquitin carboxyl-terminal hydrolase 8 (Homo sapiens), P40818; inhibition, % at 20 µM; 47,000 compounds, 4.2% hits
USP17 block: inhibitors of human USP17 deubiquitinase. inhibition, % at 50 µM. purified USP17, Ub-rhodamine cleavage fluorescence, 3 h. 47,000 compounds, 6.5% hits. AID 1645855, 2021
UCHL1 inh: inhibitors of human UCHL1 deubiquitinase | purified UCHL1, Ub-rhodamine cleavage fluorescence | 47,000 compounds, 0.2% hits | inhibition, % at 20 µM | Ubiquitin carboxyl-terminal hydrolase isozyme L1 (Homo sapiens), P09936 | AID 1645859, 2021
Target sequence (P09936 whole entry, looked up): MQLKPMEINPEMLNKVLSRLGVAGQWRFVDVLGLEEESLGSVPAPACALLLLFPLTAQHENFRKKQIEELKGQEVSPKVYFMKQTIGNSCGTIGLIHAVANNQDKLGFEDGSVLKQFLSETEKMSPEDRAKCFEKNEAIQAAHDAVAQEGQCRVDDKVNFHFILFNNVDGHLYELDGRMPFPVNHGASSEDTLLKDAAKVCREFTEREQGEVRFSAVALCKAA
USP10 block: inhibitors of human USP10 deubiquitinase. Ubiquitin carboxyl-terminal hydrolase 10 (Homo sapiens), Q14694. purified USP10, Ub-rhodamine fluorescence, 60 min. inhibition, % at 20 µM. 47,000 compounds, 1.1% hits
Target sequence (Q14694 whole entry, looked up): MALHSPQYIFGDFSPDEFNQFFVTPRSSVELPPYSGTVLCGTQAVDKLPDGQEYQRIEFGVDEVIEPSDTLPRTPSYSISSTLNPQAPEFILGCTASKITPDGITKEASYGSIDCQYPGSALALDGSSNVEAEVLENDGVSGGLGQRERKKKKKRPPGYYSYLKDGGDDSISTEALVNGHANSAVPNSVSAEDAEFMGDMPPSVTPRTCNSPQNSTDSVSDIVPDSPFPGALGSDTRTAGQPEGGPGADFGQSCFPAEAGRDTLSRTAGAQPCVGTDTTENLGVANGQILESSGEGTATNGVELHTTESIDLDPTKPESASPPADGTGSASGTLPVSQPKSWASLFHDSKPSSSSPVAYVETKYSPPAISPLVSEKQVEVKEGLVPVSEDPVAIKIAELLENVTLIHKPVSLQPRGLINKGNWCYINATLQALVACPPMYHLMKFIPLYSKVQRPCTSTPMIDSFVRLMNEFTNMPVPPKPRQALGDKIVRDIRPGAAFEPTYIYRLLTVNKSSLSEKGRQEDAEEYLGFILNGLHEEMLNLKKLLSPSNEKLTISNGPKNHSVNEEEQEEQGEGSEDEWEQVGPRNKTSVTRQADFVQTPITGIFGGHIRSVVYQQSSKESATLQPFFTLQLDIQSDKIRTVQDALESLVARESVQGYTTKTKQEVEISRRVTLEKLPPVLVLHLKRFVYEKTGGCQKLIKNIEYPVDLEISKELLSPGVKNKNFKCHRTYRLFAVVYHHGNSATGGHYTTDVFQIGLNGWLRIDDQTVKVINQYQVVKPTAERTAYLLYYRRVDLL
USP28 inh: inhibitors of human USP28 deubiquitinase; 47,000 compounds, 3% hits; Ubiquitin carboxyl-terminal hydrolase 28 (Homo sapiens), Q96RU2; inhibition, % at 25 µM; AID 1645857, 2021; purified USP28, Ub-rhodamine cleavage fluorescence, 30 min
USP30 inh: inhibitors of human USP30 deubiquitinase; inhibition, % at 25 µM; purified USP30, Ub-rhodamine cleavage fluorescence; Ubiquitin carboxyl-terminal hydrolase 30 (Homo sapiens), Q70CQ3; 47,000 compounds, 5.3% hits
OTUD3 block: inhibitors of human OTUD3 deubiquitinase; 47,000 compounds, 0.7% hits; inhibition, % at 25 µM; purified OTUD3, Ub-rhodamine fluorescence, 2 h; AID 1645858, 2021
* hit, by the source's call; i = inactive; . = no result given. No stated cut-off is given here; in the data, active means inhibition above about 30%; inactive means the rest.

mol,USP7 block,USP8 inh,USP17 block,UCHL1 inh,USP10 block,USP28 inh,USP30 inh,OTUD3 block
CCOC(=O)c1sc2ccccc2c1S(=O)(=O)Nc1cccc(F)c1,-10,12,-1,-1,5,-6,1,-4
Cc1ccc(SCC(=O)Nc2sc3c(c2C(N)=O)CCN(C(C)C)C3)cc1,-15,-135,-4,-11,-7,14,8,-3
O=C(CN1CCC2(CCC1=O)CC(=O)c1ccccc1O2)NCc1cccnc1 (stereo not given),-1,-4,-4,-2,-4,-3,-8,-1
Cc1noc(C)c1CN1C[C@H](OCc2ccccn2)[C@H]2OCCC[C@H]21,1,-51,-6,-1,0,-11,-5,-2
Cc1ccc(C(CNC(=O)C(=O)Nc2ccc(C(N)=O)cc2)N2CCN(C)CC2)cc1 (stereo not given),8,-5,4,2,0,3,17,1
Cc1ccc2c(c1)N(C(=O)Cn1c(C)nc3c(c1=O)CCN(Cc1ccccc1)C3)CCO2,0,-4,0,3,-3,0,-16,-4
Cc1cn(CCC(=O)NCc2c(F)cccc2Cl)c2ccccc12,2,16,.,4,4,9,30,17
O=C(NCC1CCCCC1)N1C[C@H]2C[C@H](C(=O)N3CCCC3)[C@@H](C1)O2,-1,2,-13,3,-1,-3,-7,-5

Other compounds
mol,USP7 block,USP8 inh,USP17 block,UCHL1 inh,USP10 block,USP28 inh,USP30 inh,OTUD3 block
CCc1nc(SCc2ccccc2Cl)c2oc3ccccc3c2n1,1,11,11,2,2,2,8,2
COc1cccc(NC(=O)CSc2nnc(-c3ccc(OC)c(OC)c3)c(-c3ccc(OC)c(OC)c3)n2)c1,10,-53,-17,8,4,-15,-22,-7
NC(=O)c1nc(C2CCCCC2)nc2c1[nH]c(=O)n2-c1ccccc1F,1,19,13,4,3,20,25,9
COC(=O)c1ccc(OCc2noc(C(=O)NCC3CCCO3)n2)cc1 (stereo not given),-1,4,-1,-2,-1,-13,2,-13
CN(Cc1ccccc1)c1ncc(C(=O)O)c(-c2ccncc2)n1,-2,-11,-2,-4,-2,-8,-11,0
O=C(c1ccncc1)N1CCN(c2cc(-c3ccccc3)[nH]n2)CC1,-1,-25,-16,-3,0,-7,-11,-5
O=S(=O)(Nc1ccc2c(c1)nc1n2CCCCC1)c1cccs1,-5,5,4,-12,-10,0,-18,-1
COc1cccc(-c2ccc3c(C4CCCN4C(=O)c4cccnc4)nnn3c2)c1 (stereo not given),-1,-161,-29,0,-4,7,-8,11

Later entries:
mol,USP7 block,USP8 inh,USP17 block,UCHL1 inh,USP10 block,USP28 inh,USP30 inh,OTUD3 block
CCCNC(=O)[C@H](Cc1ccccc1)NC(=O)[C@@H]1Cc2c([nH]c3ccccc23)C2c3ccccc3C(=O)N21 (stereo not given in full),-3,0,-13,-3,-10,-2,-55,-11
COc1ccc(Cn2c(=O)n(C)c3ncncc32)cc1F,3,5,9,1,-5,1,5,9
CC(C)N1CCc2c(sc(NC(=O)CSc3ccc(F)cc3)c2C(N)=O)C1,-8,-12,-8,-7,-4,6,-3,-3
COc1ccc(N(CC(=O)NCc2ccco2)S(=O)(=O)c2ccccc2[N+](=O)[O-])c(OC)c1,-4,-95,-2,-1,5,-5,3,0
Cc1cc(C2CN(C(=O)Cn3nnc4ccccc43)CCO2)ccn1 (stereo not given),2,10,2,1,-1,7,26,16
COc1ccc(CC(=O)Nc2ccccc2-c2ccccc2NC(=O)Cc2ccc(OC)cc2)cc1,-2,-12,-1,-6,-3,0,-19,-5
COc1cccc(C(=O)N2CCc3nc(C(=O)N4CCCCC4)sc3CC2)c1,-1,-69,-17,-1,0,-6,0,2
COc1ccc(C2OC(c3ccccc3)C(C)N2C)cc1 (stereo not given),-3,0,-3,-1,-1,-5,-17,-4

Seven records picked at random from the list so far, as already listed:
mol,USP7 block,USP8 inh,USP17 block,UCHL1 inh,USP10 block,USP28 inh,USP30 inh,OTUD3 block
COc1ccc(Cn2c(=O)n(C)c3ncncc32)cc1F,3,5,9,1,-5,1,5,9
COc1ccc(CC(=O)Nc2ccccc2-c2ccccc2NC(=O)Cc2ccc(OC)cc2)cc1,-2,-12,-1,-6,-3,0,-19,-5
COc1ccc(C2OC(c3ccccc3)C(C)N2C)cc1 (stereo not given),-3,0,-3,-1,-1,-5,-17,-4
CC(C)N1CCc2c(sc(NC(=O)CSc3ccc(F)cc3)c2C(N)=O)C1,-8,-12,-8,-7,-4,6,-3,-3
CCCNC(=O)[C@H](Cc1ccccc1)NC(=O)[C@@H]1Cc2c([nH]c3ccccc23)C2c3ccccc3C(=O)N21 (stereo not given in full),-3,0,-13,-3,-10,-2,-55,-11
COc1ccc(N(CC(=O)NCc2ccco2)S(=O)(=O)c2ccccc2[N+](=O)[O-])c(OC)c1,-4,-95,-2,-1,5,-5,3,0
COc1cccc(C(=O)N2CCc3nc(C(=O)N4CCCCC4)sc3CC2)c1,-1,-69,-17,-1,0,-6,0,2

(further entries)
mol,USP7 block,USP8 inh,USP17 block,UCHL1 inh,USP10 block,USP28 inh,USP30 inh,OTUD3 block
Cc1ccc(C(=O)NCc2ccc(-c3nc(C)ncc3-c3cc(C)no3)cc2)cn1,3,8,24,0,0,23,12,16
Cc1occc1C(=O)N1CCC2(CC1)CCN(c1cccnc1)C2=O,-1,-163,-23,-2,0,5,-15,9
COc1ccc(CN(Cc2cc3cc4c(cc3[nH]c2=O)OCCO4)C(=O)Nc2ccccc2Cl)cc1,0,5,17,0,-4,-23,-33,-25
COc1ccc([C@@H]2CN(S(=O)(=O)c3ccc(OC)cc3)C[C@H]2c2ccn[nH]2)cc1,3,-46,0,1,1,-1,-1,-6
Cc1nn(-c2ccc(Cl)cc2)c2[nH]c(=O)c(CNc3ccccc3)cc12,5,80*,40*,2,6,5,-14,12
CCOC(=O)CSc1c(CC)cnc2c1c(=O)n(C)c(=O)n2C,-2,5,16,1,-2,11,24,9
CC1Cc2ccccc2N1CC(=O)NCc1ccccc1Cl (stereo not given),-47,-39,-88,-38,-12,-65,-316,-61
CN(C)C=Nc1c(C#N)nnn1-c1cc(Cl)cc(Cl)c1,-1,-12,6,-5,-7,-18,-101,-37

Carrying on:
mol,USP7 block,USP8 inh,USP17 block,UCHL1 inh,USP10 block,USP28 inh,USP30 inh,OTUD3 block
NS(=O)(=O)c1ccc(CNC(=O)c2ccc(Cl)c(S(=O)(=O)Nc3ccc(F)cc3)c2)cc1,0,-32,-13,1,4,-5,-15,-3
CCc1ccccc1NC(=O)N1CCC(c2cc3n(n2)CCCNC3=O)CC1,1,11,5,0,1,6,12,10
O=C(CN1CC2(CCOCC2)Oc2ccc(Cl)cc2C1=O)N1CCC(O)CC1,2,13,4,0,0,17,21,17
CCCS(=O)(=O)Nc1ccc(-c2ccc3nnc(C)n3n2)cc1,1,1,0,1,-1,-32,-4,-7
CN1[C@@H](CCC(=O)N2CCN(c3ccccc3)CC2)CNC(=O)[C@@H]2[C@H]1CCN2Cc1ncc[nH]1,-5,-2,-43,3,-3,5,-8,15
O=C(Nc1ccccc1)[C@@H]1[C@@H]2C(=O)N(c3ccc([N+](=O)[O-])cc3)C(=O)[C@@H]2[C@H]2c3ccccc3C=CN12,-38,-31,-145,-9,-5,-118,i,-201
CC(=O)N1CCc2cc(S(=O)(=O)NCC3COc4ccccc4O3)ccc21 (stereo not given),0,-39,38*,1,0,9,8,4
COc1ccccc1CNC(=O)CCCCn1c(=O)c2ccccc2n(CC(=O)NCCC2=CCCCC2)c1=O,0,-2,43*,-2,15,-3,4,6

Next part.
mol,USP7 block,USP8 inh,USP17 block,UCHL1 inh,USP10 block,USP28 inh,USP30 inh,OTUD3 block
Cc1cccc(N(CC(=O)NC2CCCC2)C(=O)Cn2nnc(-c3ccc(F)cc3)n2)c1C,-3,-1,4,5,10,4,0,9
Cc1cc(=O)[nH]c(N2CCN(c3cccc(C(F)(F)F)c3)CC2)n1,1,2,5,3,0,3,19,10
COc1ccc(OC)c(NC(=O)c2ccc(CSc3ncnc4nc[nH]c34)cc2)c1,4,11,5,2,-1,10,-10,4
COc1ccc(NC(=O)CS(=O)(=O)c2cn(CC(=O)N3CCCC3)c3ccccc23)cc1,4,-9,3,0,-1,17,30*,16
O=C(c1cnc(N2CCN(c3ncccn3)CC2)c2ccccc12)N1CCN(c2ncccn2)CC1,5,15,2,3,0,2,18,3
O=C1COc2ccc(S(=O)(=O)N3CCN(C(=O)Cc4ccccc4F)CC3)cc2N1,-2,-1,0,-4,-3,0,2,7
Cc1ccc(-c2cc3c(=O)n(Cc4noc(CN5CCCCC5C)n4)ccn3n2)cc1 (stereo not given),3,-10,-16,3,-5,-15,-73,-17
COc1ccc2oc(C(=O)Nc3ccccc3N3CCOCC3)c(C)c2c1,2,-2,2,-1,-6,-31,-122,-26

(cont.)
mol,USP7 block,USP8 inh,USP17 block,UCHL1 inh,USP10 block,USP28 inh,USP30 inh,OTUD3 block
O=C(c1nnn(Cc2ccc(Cl)cc2)c1-n1cccc1)N1CCCC1,0,2,26,2,-1,76*,14,16
O=C(CSc1n[nH]c(-c2cccnc2)n1)Nc1ccc(Cl)cc1,-7,-5,-10,-2,3,-21,-4,-12
CCN(CC)c1ccc2nnc(CCC(=O)N3CCCCC3)n2n1,0,2,-2,0,-2,-3,-8,-2
COc1ccc(-c2nc3nc(C)c(Cc4ccccc4)c(=O)n3[nH]2)cc1,8,7,74*,4,7,19,51*,4
Cc1cccc(NC(=O)C2CCCN(S(=O)(=O)N3CCOCC3)C2)c1C (stereo not given),-1,-2,-13,-3,0,-12,-14,-15
Cc1cc(C)nc(N2CCC(N(CC3CC3)C(=O)c3ccc(S(C)(=O)=O)cc3)CC2)n1,-16,-18,-47,-9,-7,-35,-117,-33
O=C1CC(C(=O)N2CCCC2)CN1CCc1ccccc1 (stereo not given),1,-3,6,1,-2,.,.,0
O=C1Nc2ccccc2C(=O)C1C(c1ccc(Cl)cc1)C1C(=O)Nc2ccccc2C1=O (stereo not given),10,34*,88*,12,54*,40*,41*,28

Next compounds follow:
mol,USP7 block,USP8 inh,USP17 block,UCHL1 inh,USP10 block,USP28 inh,USP30 inh,OTUD3 block
COC(=O)c1sc2cc([N+](=O)[O-])sc2c1NC(C)=O,-30,-67,-15,-9,-11,-1,2,-2
O=C(c1ccc2cc[nH]c2c1)N1CCC(Nc2cccnc2)C1 (stereo not given),-29,83*,68*,21,10,-14,-42,55*
Cc1cc(N2CCCC2)n2nc(CN3CCN(CC(C)C)CC3)nc2n1,0,-103,-18,-3,0,-1,0,0
Cc1cccnc1NC(=O)C1c2ccccc2C(=O)N(C)C1c1cccs1 (stereo not given),2,0,4,-3,1,3,8,0
Cc1ccc(NC(=O)c2c3c(NCC4CC4)ncnc3n3ccccc23)cn1,-18,-4,-38,-6,-7,-47,-84,-44
COc1cc2c(cc1OC)C(=O)NC(=CN(C)CC(=O)Nc1ccc(Cl)c(C(F)(F)F)c1)N2,1,12,-7,5,0,-2,-13,-6
COc1ccc(C(=O)O)cc1S(=O)(=O)Nc1ccccc1Cc1ccccc1,5,21,26,1,4,17,28,18
CCc1c(C(C)S(=O)(=O)c2ccccc2)[nH]c(=O)n1Cc1cccs1 (stereo not given),0,25,10,-2,-6,10,9,13
COc1ccc(NC(=O)CN2CCC3(CC2)CN(C(C)=O)Cc2ccccc2O3)cc1,5,-46,-5,1,-1,6,6,5
O=C(COc1ccccc1)N1CCc2[nH]nc(-c3ccc(Cl)cc3)c2C1,-63,-7,-10,0,0,-7,-24,-14
CN(c1nc(-c2cccs2)nc2ccccc12)C1CCCCC1,3,6,-3,2,3,.,.,-1

High-throughput results: PubChem BioAssay, Dana-Farber Cancer Institute and Novartis Institutes for BioMedical Research (Cambridge, Mass)
